# Fh CTSL1 inh: Fasciola hepatica cathepsin L1 inhibitors, primary screen, counter-screen for PFM18AAP inhibitor project, biochemical, QFRET, fluorogenic peptide substrate; recombinant F. hepatica cathepsin L1, Z-Leu-Arg-MCA fluorescence; inhibition, % at 5.96 µM; 300,000 tested, 0.49% active;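 active = inhibition above the mean of all tested compounds plus 3 SD, set per screening campaign, cut at about 17% in these data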;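 also: 0% = plate median of test compound wells and 100% = 1 µM Z-Phe-Ala-diazomethylketone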
# core dimer inh: inhibitors of HCV core protein dimerization, primary screen, biochemical, TR-FRET, high-throughput; TR-FRET GST/Flag-core106 dimerization, 1536-well; 300,000 tested, 0.33% active; AID 1899, 2009; inhibition, % at 5 µM;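 active = inhibition above the mean of all tested compounds plus 3 SD, set per screening campaign, cut at about 45% in these data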
#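 Test system: GST/Flag-tagged HCV core106 proteins; Medium: KF-containing HEPES buffer, pH 7.45, DTT, CHAPS, BSA; Times: compound-protein-antibody incubation 4 h at 22.5 °C; Detection: TR-FRET 671 and 617 nm emission; Benchmarks: wells lacking GST-core106 and wells with excess unlabelled core106.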
# ZTA DNA inh: blocks Epstein-Barr virus ZTA, an EBNA-1 counter-screen; P03206; ZTA-DNA binding, fluorescence polarization; inhibition, % at 11 µM; 320,000 tested, 0.15% active; in the data active = inhibition above about 33%
# Target sequence (P03206 whole entry, looked up): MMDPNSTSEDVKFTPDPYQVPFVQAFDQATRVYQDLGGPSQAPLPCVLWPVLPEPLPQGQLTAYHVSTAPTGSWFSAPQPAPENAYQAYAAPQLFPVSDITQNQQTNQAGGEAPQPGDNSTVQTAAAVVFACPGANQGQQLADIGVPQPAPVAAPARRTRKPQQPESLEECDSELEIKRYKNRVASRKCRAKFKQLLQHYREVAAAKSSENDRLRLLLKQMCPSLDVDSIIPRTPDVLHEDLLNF
# PP5 inh: PP5 phosphatase inhibitors, primary screen, biochemical, fluorescence; Serine/threonine-protein phosphatase 5 (Homo sapiens), P53041; purified PP5c, OMFP substrate fluorescence; inhibition, % at 6.7 µM; 320,000 tested, 0.18% active; AID 1987, 2009;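 active = inhibition above the campaign's mean inhibition across all tested compounds plus 3 SD, cut at about 9.5% in these data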;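 also: 0% = DMSO only and 100% = 100 µM cantharidin control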
# CR mimetic SO: reduction of superoxide in aged yeast, primary screen, HTS; AID 2690, 2010; 330,000 tested, 0.18% active; superoxide response (% of plate mean), % at 10 µM; S. cerevisiae aged cells, superoxide DHE fluorescence; active compounds read low;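 active = superoxide response under a set limit, about three screen SD below normal, cut at about 65% in these data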;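 also: yeast aged for seven days with compound at 30 °C before DHE staining; 100% = average MFI of all compound-treated wells on the plate with controls excluded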
# GASC-1 inh: inhibitors of GASC-1 histone demethylase, primary screen, biochemical, fluorescence, DELFIA europium | inhibition, % at 2.35 µM | GST-JMJD2C(1-420) H3K9me3 demethylation | Lysine-specific demethylase 4C (Homo sapiens), Q9H3R0 | AID 2099, 2009 | 330,000 tested, 0.069% active;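 active = more than half of a compound's replicate wells show inhibition beyond 50%, single wells judged on their own value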;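 also: signal counts dimethyl H3K9 product captured on neutravidin plate; 0% = median of DMSO wells and 100% = 0.3 times that DMSO median; strong numbers were not always called active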
# Target sequence (Q9H3R0 1-420 limits assumed): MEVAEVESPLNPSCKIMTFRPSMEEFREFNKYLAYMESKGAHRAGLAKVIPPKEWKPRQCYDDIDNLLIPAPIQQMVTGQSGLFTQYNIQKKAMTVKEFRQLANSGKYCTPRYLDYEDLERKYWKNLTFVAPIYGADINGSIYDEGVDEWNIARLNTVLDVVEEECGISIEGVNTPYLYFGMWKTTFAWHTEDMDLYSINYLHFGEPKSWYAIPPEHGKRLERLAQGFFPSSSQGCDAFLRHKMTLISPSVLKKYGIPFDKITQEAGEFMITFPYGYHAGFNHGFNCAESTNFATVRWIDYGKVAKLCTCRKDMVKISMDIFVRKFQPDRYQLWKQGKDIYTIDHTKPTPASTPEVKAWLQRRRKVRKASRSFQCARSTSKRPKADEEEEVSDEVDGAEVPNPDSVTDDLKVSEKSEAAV
# EBNA-1 inhibitor: EBNA-1 DNA-binding inhibitors, primary screen, biochemical, fluorescence polarization. inhibition, % at 14.8 µM. 300,000 tested, 0.34% active; in the data active = inhibition above about 28%
# PP1 inh: PP1-alpha phosphatase inhibitors, primary screen, counter-screen for PP5 inhibitor project, biochemical, fluorescence, OMFP substrate, single point; purified PP1alpha; inhibition, % at 6.7 µM; 320,000 tested, 0.9% active; AID 2235, 2010;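 active = inhibition above the mean inhibition of all tested compounds plus 3 SD, computed separately for each screening campaign, cut at about 15% in these data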
# Target sequence (P62136 whole entry, looked up): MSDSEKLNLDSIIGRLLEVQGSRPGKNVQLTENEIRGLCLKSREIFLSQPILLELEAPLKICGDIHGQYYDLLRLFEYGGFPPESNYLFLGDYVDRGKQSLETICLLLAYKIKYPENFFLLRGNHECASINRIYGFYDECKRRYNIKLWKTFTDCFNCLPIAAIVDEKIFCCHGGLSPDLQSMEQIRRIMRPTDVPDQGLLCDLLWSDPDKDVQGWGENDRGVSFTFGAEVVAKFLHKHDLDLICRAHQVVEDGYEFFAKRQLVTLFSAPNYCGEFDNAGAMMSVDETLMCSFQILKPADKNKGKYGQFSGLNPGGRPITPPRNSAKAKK
# TPT1 inhibitor: Candida albicans TPT1 enzyme inhibitors, primary screen, biochemical, fluorescence polarization. tRNA 2'-phosphotransferase TPT1 (Candida albicans SC5314). AID 1962, 2009. inhibition, % at 5 µM. recombinant caTPT1, FP RNA substrate dephosphorylation. 300,000 tested, 0.81% active;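 active = inhibition above the mean of all tested compounds plus 3 SD, set per screening campaign, cut at about 24% in these data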;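 also: plate controls were DMSO alone for no effect and ferristatin control at 100 nM for full effect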
# * = called active by the depositor; . = no result given; & = joins results of further samples.
# Under each structure: Fh CTSL1 inh, core dimer inh, ZTA DNA inh, PP5 inh, CR mimetic SO, GASC-1 inh, EBNA-1 inhibitor, PP1 inh, TPT1 inhibitor
COc1cc(NC(=O)COC(=O)CNC(=O)C2CCCCC2)cc(OC)c1
  ., ., 3, 4.8, 96, 5, ., -7, .
CCc1ccc2c(c1)cc(CN(Cc1ccco1)C(C)=O)c1nnnn12
  1, 0, -1, -0.6, 101, 6, 10, 1, -9
COc1ccc(NC(=O)c2c3c(nc4ccccc24)CCN(Cc2ccccc2)C3)c(OC)c1
  -7, 6, -8, -1.1, 91, -13, -8, 10, 1
CCN1C(=O)/C(=C/C=C2/Sc3ccc4ccccc4c3N2CCO)SC1=S
  -1, -14, -7, 1.6, 118, -8, -19, 2, 8
CS(=O)(=O)Nc1cccc(C2=NN(S(C)(=O)=O)C(c3ccc4c(c3)OCO4)C2)c1 (stereo not drawn)
  -4, -3, 1, 5.3, 111, 5, 8, -3, 3
CCC(=O)c1cn(CC(=O)Nc2cccc(OC)c2)c2ccccc12
  -9, -3, 15, -1.2, 106, 0, -2, 1, 3
COc1cc(/C=C/C(=O)Nc2cccc(S(=O)(=O)N3CCOCC3)c2)ccc1OCC#N
  ., ., 8, 1.6, 98, 1, ., -3, .
COc1cc([N+](=O)[O-])ccc1N=Nc1c(N)[nH]n(-c2ccccc2)c1=O
  -2, 17, -4, 0.4, 97, 2, -10, -2, 1
Cc1ccc(N=C2NC(=O)C(CO)(CO)S2)cc1
  0, -10, -6, 1.3, 104, -4, -1, -3, -1
C=CCn1c(SCC(=O)Nc2sccc2C#N)nc2sc(C)c(C)c2c1=O
  7, 20, 8, 0.4, 104, -2, -16, 27*, 2
Cc1ccc(NC(=O)C2(c3ccccc3)CCCC2)nc1
  0, 2, -3, 2.8, 105, 6, -1, 1, 0
CCN(CC)CCCNC(=O)N[C@@H](Cc1ccccc1)C(=O)O
  -2, 0, 12, 1.2, 109, 5, 2, -8, -5
O=C(CN1CCN(c2ncc(C(F)(F)F)cc2Cl)CC1)Nc1ccc2c(c1)OCO2
  1, -2, -1, -0.2, 100, -8&-1, -1, 2, 1
O=[N+]([O-])c1ccc(Nc2ccc(F)cc2)nc1
  0, -1, 5, -0.8, 97, -8, -4, 4, 1
O=C(/C=C\Nc1ccccn1)c1ccc(Cl)cc1
  2, 0, 4, 0.4, 101, -2, 1, -4, 1
COCCn1c(=NC(=O)C2COc3ccccc3O2)sc2cc(S(N)(=O)=O)ccc21 (stereo not drawn)
  5, -1, 1, -0.1, 96, -4, -10, -1, 3
CC(Sc1ccccc1)C(=O)NNC(=O)c1csc(N2CCOCC2)n1 (stereo not drawn)
  -3, -4, -5, 3.1, 111, 0, -10, 4, -4
CC(=O)c1ccc(N(C(=O)CNC(=O)c2ccco2)C(C(=O)NCC2CCCO2)c2ccccc2)cc1 (stereo not drawn)
  2, 4, 10, 1.4, 90, 5, 1, -3, -1
Cc1cc(OCC(=O)Nc2cnn(CCCC(=O)O)c2)ccc1Cl
  10, -20, -16, 1.9, 99, -9, -14, -1, -4
CCn1c2ccccc2c2cnc(N=CN(C)C)c(C#N)c21
  1, 0, -20, 2.4, 100, 1, -8, 0, 0
C=CCN(CC=C)C(=O)c1ccc(OC2CCN(S(=O)(=O)N(C)C)CC2)cc1
  4, 7, -9, 0.5, 114, -25, -8, 0, -3
CN1CCN(C(=O)C2=C[C@@H](c3ccc4c(c3)OCO4)C[C@@H](OCc3ccc(CO)cc3)O2)CC1
  9, -18, -3, -5.6, 111, 5, 6, 7, -4
Cc1nn(CC(=O)N/N=C/c2ccc(F)cc2)c(C)c1[N+](=O)[O-]
  -4, -5, -18, 0.6, 116, -10, -11, 9, -3
Nc1nnc(SCCOc2ccccc2)s1
  7, 1, -13, 2.3, 127, 3, -5, -4, -2
CC(=O)C1=C(O)C(=O)N(Cc2ccco2)C1c1ccccc1 (stereo not drawn)
  7, 9, 9, -0.1, 112, -5, 7, 1, 1
CC(C)(C)NC(=O)C(=O)NNC(=O)c1cccc([N+](=O)[O-])c1
  0, -4, -4, -2.6, 84, 0, 2, -2, -2
Cc1cccc(NC(=O)CCC(=O)Nc2nnc(C3CCCCC3)s2)c1
  8, -2, -1, 0.2, 114, -2, -3, 2, 0
CCOc1cc(CNc2ccc3cn[nH]c3c2)ccc1OC
  1, -2, 16, 7.3, 109, -9, -5, -2, -1
COc1ccccc1C(=O)Nc1ccnn1C1CCN(C2CCSCC2)CC1
  1, -10, -20, 1.4, 99, -4, 8, 1, -7
O=C(Nc1ccc(Oc2ncnc3cc(Cl)ccc23)nc1)c1ccc(F)cc1
  4, -4, -8, 2.1, 101, -9, -18, -5, -1
COCCn1c(SCC(=O)NN2C(=O)NC(C)(c3ccccc3)C2=O)nnc1-c1ccncc1 (stereo not drawn)
  ., ., 8, 1.5, 99, 8, ., -5, .
CN(CCOCCOc1ccc(Cl)cc1Br)Cc1ccccc1
  10, 3, -6, -0.6, 86, 1, -4, 5, 2
Cc1cc(-n2c(C)cc(C(=O)CN3C(=O)NC4(CCCCCC4)C3=O)c2C)no1
  0, 3, -8, 3.7, 112, 4, -11, 0, 2
COc1ccc(-c2n[nH]c(C)c2-c2ccccc2OC)c(O)c1
  -12, -3, -6, 4.6, 88, -37, -12, 0, 2
CSc1ccc(CCNC(=O)CCc2nnc3ccc(N4CCOCC4)nn23)cc1
  -5, -2, 6, -0.7, 92, -5, 3, 0, -1
CN(C)S(=O)(=O)N1CCN(C(=O)N2CCCCCC2)CC1
  -2, 0, -1, 1.2, 103, -3, 1, -8, 3
c1coc(CNCc2cccs2)c1
  -2, 2, -2, 1.4, 93, -17, 2, -1, -4
CCN(CC(=O)Nc1ccc(NC(C)=O)cc1)C(=O)CCCSc1nc2ccccc2[nH]1
  -3, -2, 5, 3.9, 142, -27, -6, -16, -2
COCCN(C(=O)Cc1cccs1)C(C(=O)NCc1ccc(OC)cc1)c1ccccc1 (stereo not drawn)
  -4, 0, -17, -0.1, 78, 8, -1, -2, -1
COc1ccc(CC(=O)NNC(=O)c2ccco2)cc1OC
  -2, 6, 3, -1.4, 102, -4, -2, -2, 1
O=C(NCCN1CCOCC1)c1cn(CCc2ccccc2)nn1
  1, 0, 3, -2.3, 78, ., 0, -4, -2
CCOc1c(Cl)cc(C(=O)Nc2ccccc2C(=O)O)cc1Cl
  3, 20, -7, 1.8, 109, 20, 2, 6, -2
Cn1cc(Cl)c(C(=O)Nc2cnn(Cc3ccc(F)cc3)c2)n1
  5, -8, -13, -3.0, 95, 0, -7, 3, 2
COc1ccc(Cl)cc1NS(=O)(=O)c1cccc(C(=O)NCC2CCCO2)c1 (stereo not drawn)
  -1, -5, 12, -1.4, 101, 8, 5, 0, -1
COc1cccc2c3c(c(C)nc12)CC(C)O3 (stereo not drawn)
  4, 2, 0, -2.1, 85, -4, -7, -3, -6
CC(=O)N1CC(C)Sc2ccc(S(=O)(=O)NCCc3ccc(C)cc3)cc21 (stereo not drawn)
  0, 8, 5, 1.4, 89, 0, 6, 1, -3
CCOc1cc(-c2cc(-c3ccccc3)nc(N)c2C#N)ccc1O
  4, -5, -3, 5.3, 80, 28, 2, 4, 0
O=C(NC1CC1)C1CCN(C2CCN(C(=O)/C=C/c3cccc(F)c3F)CC2)CC1
  5, -5, -4, -4.4, 84, -2, 2, -4, -4
Cc1cc(S(=O)(=O)N2CCOCC2)ccc1OCC(=O)N1CCCC1
  3, 3, -6, 3.2, 103, 6, -14, -1, 1
N#Cc1ccsc1NC(=O)CN1CCOCC1
  -2, 0, 3, -1.0, 102, 0, -4, -1, 2
COCCC(=O)N1CCC(Oc2ccc(C(=O)NCCc3cn[nH]c3)cc2)CC1
  0, 7, 1, 0.3, 96, 7, 8, 1, 0
CCOC(=O)c1ccc(NC(=O)Cn2nnc(-c3ccccc3C)n2)cc1
  9, 3, 12, 5.6, 103, -36, 1, 1, -1
Cc1c(NC(=O)Nc2ccc(Cl)cc2Cl)c(=O)n(-c2ccccc2)n1C
  6, -4, 0, -2.0, 99, 7, 4, -1, -1
O=S(=O)(c1ccc(NC(=S)NCCc2ccccc2)cc1)N1CCOCC1
  1, -5, 13, 1.3, 105, -7, -8, 0, 0
COc1ccc(CCNC(=O)CC2Nc3ccccc3NC2=O)cc1OC (stereo not drawn)
  0, -3, -4, -1.9, 104, 4, 6, 0, 10
Cc1ccc(SCCC(=O)N/N=C/c2ccccc2O)cc1
  0, 0, 13, 4.1, 88, 12, 8, 5, 2
COc1ccc(-n2c(COc3ccc(C)cc3)n[nH]c2=S)cc1
  -1, -2, -13, 3.3, 110, -26, -9, -3, -2
COc1ccc(N(C)S(=O)(=O)c2cccc(C(=O)Nc3ccc4c(c3)OCCO4)c2)cc1
  -4, -10, 4, 0.5, 94, -30, -1, -2, 4
CCCN(CCC)C(=O)Nc1cc(Cl)ccc1OC
  3, 0, 12, 0.2, 98, -3, 0, -1, 1
Cc1ccc(CCNC(=O)C2CCN(S(=O)(=O)c3ccc4c(c3)oc(=O)n4C)CC2)cc1
  -2, 3, 4, 1.9, 100, 4, -5, 0, 2

# Sorted by molar mass (lowest first): part of the list above
# Under each structure: Fh CTSL1 inh, core dimer inh, ZTA DNA inh, PP5 inh, CR mimetic SO, GASC-1 inh, EBNA-1 inhibitor, PP1 inh, TPT1 inhibitor
c1coc(CNCc2cccs2)c1
  -2, 2, -2, 1.4, 93, -17, 2, -1, -4
O=C(NCCN1CCOCC1)c1cn(CCc2ccccc2)nn1
  1, 0, 3, -2.3, 78, ., 0, -4, -2
Cn1cc(Cl)c(C(=O)Nc2cnn(Cc3ccc(F)cc3)c2)n1
  5, -8, -13, -3.0, 95, 0, -7, 3, 2
Cc1cc(S(=O)(=O)N2CCOCC2)ccc1OCC(=O)N1CCCC1
  3, 3, -6, 3.2, 103, 6, -14, -1, 1
Cc1c(NC(=O)Nc2ccc(Cl)cc2Cl)c(=O)n(-c2ccccc2)n1C
  6, -4, 0, -2.0, 99, 7, 4, -1, -1
CC(=O)N1CC(C)Sc2ccc(S(=O)(=O)NCCc3ccc(C)cc3)cc21 (stereo not drawn)
  0, 8, 5, 1.4, 89, 0, 6, 1, -3
CSc1ccc(CCNC(=O)CCc2nnc3ccc(N4CCOCC4)nn23)cc1
  -5, -2, 6, -0.7, 92, -5, 3, 0, -1
